Screening data from PubChem.
Giardia FBPA inh – blocks Giardia fructose-bisphosphate aldolase activity | 0.71% of 290,000 active | purified Giardia FBPA | Potency, µM (series often up to 59.6 µM), for the others: top-dose activity, negative = inhibition, hits mostly inhibitors; also: potency is read from the fitted curve at half-maximal effect; % is scaled to controls: 0 for no effect and ±100 for the full control effect; nearly all actives have a fitted effect of over 55% in size
Target sequence (A8B2U2 whole entry, looked up): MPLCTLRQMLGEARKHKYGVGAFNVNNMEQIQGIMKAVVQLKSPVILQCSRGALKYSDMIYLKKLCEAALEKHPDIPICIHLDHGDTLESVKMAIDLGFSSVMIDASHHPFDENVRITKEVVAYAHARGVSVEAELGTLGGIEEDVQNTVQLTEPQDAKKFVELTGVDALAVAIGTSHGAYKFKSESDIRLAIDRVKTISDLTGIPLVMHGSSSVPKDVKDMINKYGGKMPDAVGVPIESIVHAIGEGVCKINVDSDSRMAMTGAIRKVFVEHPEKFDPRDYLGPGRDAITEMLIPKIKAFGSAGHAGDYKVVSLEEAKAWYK
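Giardia FBPA (40 nM reagent) was preincubated 10 min at RT with compound (up to 57.5 uM final), then substrate plus GAPDH/TPI/NAD/arsenate coupling system with diaphorase/resazurin was added; resorufin fluorescence (525/598 nm) was read after 20 min.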
AmpC no deterg – inhibitors of E. coli AmpC beta-lactamase without detergent; AmpC nitrocefin hydrolysis, absorbance 480 nm, 0.0001% Triton; 0.52% of 330,000 active; Potency, µM (titrated, usually from 57.1 µM), without a hit: at the highest dose activity change, negative = inhibition, most hits filed as inhibitors; P00811;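 also: potency is read from the fitted curve at half-maximal effect; plate controls were no compound for no effect and no enzyme for full effect; nearly all actives have a fitted effect of over 20% in size; some results filed as inactive show a strong effect at the top dose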
Target sequence (P00811 whole entry, looked up): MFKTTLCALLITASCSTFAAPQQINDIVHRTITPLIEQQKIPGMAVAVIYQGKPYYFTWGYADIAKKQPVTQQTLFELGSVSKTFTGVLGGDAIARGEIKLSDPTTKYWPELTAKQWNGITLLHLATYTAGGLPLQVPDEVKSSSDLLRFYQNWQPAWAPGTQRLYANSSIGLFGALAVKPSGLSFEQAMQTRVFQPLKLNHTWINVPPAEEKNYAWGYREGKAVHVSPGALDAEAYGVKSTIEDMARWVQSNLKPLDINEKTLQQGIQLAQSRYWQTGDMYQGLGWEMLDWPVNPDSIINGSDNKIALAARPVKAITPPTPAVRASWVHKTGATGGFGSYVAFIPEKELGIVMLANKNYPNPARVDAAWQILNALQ
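AmpC (5.3 nM in the dispensed reagent) in 20 mM phosphate pH 7.0 with 0.01% (detergent screen) or 0.0001% Triton X-100 was preincubated with compounds for 15 min at room temperature. Nitrocefin was then added from an 800 uM solution, and hydrolysis was followed at 480 nm.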
AMA1 RON2 block – inhibitors of Plasmodium falciparum AMA1-RON2 interaction. 0.2% of 360,000 active. AlphaScreen AMA1-biotinylated RON2 peptide binding. AID 720542. Potency, µM (highest dose often 58.2 µM), for the others: top-dose activity change, negative = inhibition, hits mostly inhibitors;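 also: potency is read from the fitted curve at half-maximal effect; 0% = vehicle wells and -100% = peptide control; nearly all actives have a fitted effect of over 45% in size; some results filed as inactive show a strong effect at the top dose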
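AMA1 (3D7) with his tag at 25 nM final met compounds first, then biotinylated RON2 peptide at 25 nM; detection used donor plus acceptor beads, 10 µg/mL apiece, read by AlphaScreen after 30 min at room temperature.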
Shiga toxin inh – blocks Shiga toxin action in Vero cells; 9.2% of 290,000 active; inhibition, % at 38.7 µM; Vero cells, Shiga toxin protein synthesis inhibition reporter; in the data active = inhibition mostly above about 28%, no sharp cut-off; inactive = mostly below about 43%; also: 0% is about no effect
HCMV inh – blocks human cytomegalovirus replication | HFF cells, HCMV-luciferase reporter, 72 h; active compounds read low | 4.5% of 410,000 active | activity change, negative = inhibition, % at 57.5 µM | AID 1259415; in the data active = activity change below about -60%; inconclusive = no clear call, values can overlap the other calls; inactive = above about -39%; also: % is scaled to controls: 0 for no effect and ±100 for the full control effect
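Cell-based, HFFs, 1000 cells/well, 16 h 37C; cpds in DMSO + HCMV-luc, MOI 1 PFU/cell; 72 h 37C; OneGlo luminescence after 5 min RT; norm. to buffer vs Salinomycin 10uM.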
AmpC inh detg – inhibitors of E. coli AmpC beta-lactamase with detergent | P00811 | AmpC hydrolysis of nitrocefin, absorbance 480 nm, 0.01% Triton | Potency, µM (highest dose often 114 µM), inactives show at the highest dose activity change, negative = inhibition, actives largely listed as inhibitors | 0.041% of 370,000 active | AID 485294;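 also: potency is read from the fitted curve at half-maximal effect; 0% = no-compound wells and -100% = no-enzyme wells; nearly all actives have a fitted effect of over 25% in size; some results filed as inactive show a strong effect at the top dose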
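AmpC (5.3 nM in the dispensed reagent) in 20 mM phosphate pH 7.0 with 0.01% (detergent screen) or 0.0001% Triton X-100 was preincubated with compounds for 15 min at room temperature. Nitrocefin was then added from an 800 uM solution, and hydrolysis was followed at 480 nm.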
Cycloheximide cs – counter-screen hit for Shiga toxin inhibitors, cycloheximide | 12% of 300,000 active | cell reporter, cycloheximide protein synthesis inhibition counterscreen | max response, %; in the data active = max response mostly above about 13%, no sharp cut-off; inactive = mostly below about 14%; also: read at 38.3 µM for the half of the compounds with a filed dose; 0% is about no effect
Numbers without * were called inactive; ? = inconclusive; . = no result given; [ ] = another dose, or the depositor's remark. Unless noted, calls follow the shape of the dose curve; as a rule, active = well fitted curve in the direction sought with a large enough effect; inconclusive = small, poorly fitted or top-dose-only effect, or another doubt; inactive = no such curve, though single readings can be large; an effect the other way counts as inactive or inconclusive. Compounds were not picked by outcome, and some 16% of all compounds hit somewhere here.

SMILES | Giardia FBPA inh | AmpC no deterg | AMA1 RON2 block | Shiga toxin inh | HCMV inh | AmpC inh detg | Cycloheximide cs
O=C(CC1=NC2(CCCC2)Cc2ccccc21)N1CCOCC1 | 24% | 113%[activator] | -4% | -9 | -14 | -16% | -4
CCCCNC(=O)Nc1nnc(-c2ccc(Cl)cc2)o1 | 10% | -16% | 115%[activator] | 7 | -24 | -6% | -1
CCCCNC(=O)COn1nnc2ccc(S(=O)(=O)N3CCOCC3)cc21 | . | -1% | -1% | . | -7 | -15% | .
CCOC(=O)c1[nH]c2ccccc2c1NC(=O)Nc1ccc(OC)cc1 | 3% | -2% | -3% | 11 | -19 | 1% | 9.9*
Cc1cc(C(=O)CSc2nnc(-c3ccncc3)n2-c2ccccc2)c(C)n1C | -18% | 75%[activator] | -4% | -14 | -12 | ? | -1
O=C(CSc1nnc(-c2ccc(OC(F)F)cc2)o1)N1CCOCC1 | 1% | -8% | 0% | 82* | 54 | -6% | 21*
C/C(=N\N1CCN(c2ccccc2)CC1)c1cccs1 | -1% | -9% | -28% | 39 | ? | 6% | 8
COc1ccc(NC(=O)CSc2nnc(C)c3ccccc23)cc1 | . | -9% | 7% | -8 | ? | -2% | 9
CCOc1ccc(NC(=O)C(C)Oc2ccccc2C(=O)Nc2ccc(C)c(Cl)c2)cc1 (stereo unspecified) | -9% | -5% | 2% | 111* | 88 | -9% | 22*
CN1CCC2(CC1)CC(NC=O)c1ccccc1O2 (stereo unspecified) | 2% | -3% | 7% | 9 | 26 | 7% | -3
CCCCNC(=O)COc1ccccc1[N+](=O)[O-] | -2% | -5% | 12% | 77* | 0 | -6% | 25*
COC(=O)C(C)(C)ONC(=O)Nc1ccccc1Br | 6% | -18% | -3% | 29 | -40 | -9% | 15
CC(=O)c1cccc(NC(=S)NC(=O)c2ccccc2Br)c1 | -17% | -41% | 15% | 5 | -35 | -12% | 3
O=C(NC(Cc1c[nH]c2ccccc12)c1nnc2n1CCCCC2)c1ccc(Cl)cc1 (stereo unspecified) | . | 94%[activator] | 3% | -18 | -1 | -5% | -3
CN(C(=O)c1ccc(-c2nn(C)c(=O)c3ccccc23)cc1)c1ccccc1 | -5% | 4% | -9% | 20 | -39 | -7% | -1

Random excerpt: 3 compounds from above, in no set order.
SMILES | Giardia FBPA inh | AmpC no deterg | AMA1 RON2 block | Shiga toxin inh | HCMV inh | AmpC inh detg | Cycloheximide cs
O=C(CC1=NC2(CCCC2)Cc2ccccc21)N1CCOCC1 | 24% | 113%[activator] | -4% | -9 | -14 | -16% | -4
CN(C(=O)c1ccc(-c2nn(C)c(=O)c3ccccc23)cc1)c1ccccc1 | -5% | 4% | -9% | 20 | -39 | -7% | -1
Cc1cc(C(=O)CSc2nnc(-c3ccncc3)n2-c2ccccc2)c(C)n1C | -18% | 75%[activator] | -4% | -14 | -12 | ? | -1

Going on with the list.
SMILES | Giardia FBPA inh | AmpC no deterg | AMA1 RON2 block | Shiga toxin inh | HCMV inh | AmpC inh detg | Cycloheximide cs
N#Cc1nc(Cc2cccc3ccccc23)oc1N1CCOCC1 | 2% | 31% | -20% | -2 | -13 | -19% | -3
CN1c2ccc(Cl)cc2C(=O)NC1c1ccc([N+](=O)[O-])s1 (stereo unspecified) | 0% | -35% | -25% | 6 | -4 | 4% | -2
O=C(COC(=O)c1cccc(Cl)c1)NC1CCCCCCC1 | . | -22% | 4% | . | 2 | -3% | .
CC(=O)N1CCc2c(sc(NC(=O)CCS(=O)(=O)c3ccccc3)c2C#N)C1 | -14% | -18% | 9% | 17 | -100* | ? | 7
NS(=O)(=O)c1ccc(NC(=S)NCC2CCCO2)cc1 (stereo unspecified) | -2% | -25% | 17% | -5 | -26 | 1% | -3
CCCOC(=O)c1ccc(NC(=O)COC)cc1 | 7% | -17% | 1% | 50* | 8 | -3% | 30
COc1cccc(OC)c1C(=O)Nc1ccccc1N1CCCCC1 | 11% | 35% | -16% | -20 | ? | -4% | -1
COC(=O)c1ccccc1OCC(=O)N1CCN(c2ccc(Cl)cc2)CC1 | 1% | -15% | -19% | -1 | 21 | -3% | -2
O=C(NC1(C(F)(F)F)NC(=O)N(C2CCCCC2)C1=O)C1CC1 (stereo unspecified) | 0% | -7% | -7% | -1 | 0 | -2% | -1
Cc1cnc(CN(C)Cc2c(C(=O)N3CCc4ccccc4C3)nc3ccc(Cl)cn23)[nH]1 | -1% | 57% | 33% | 17 | 37 | 2% | 6
Cc1c(Cl)cnc(NC(=O)COC(=O)c2ccc([N+](=O)[O-])s2)c1Cl | ? | -32% | -19% | -12 | 9 | -8% | -1
CC(C)CNC(=O)COC(=O)c1n[nH]c2ccccc12 | 3% | -25% | 10% | 22 | 22 | 7% | 10
CCCC1=Nc2cc(C(=O)NCCN3CCOCC3)ccc2Sc2ccc(C)cc21 | 0% | 189%[activator] | -2% | -6 | -12 | 1% | -1
COc1ccc(/C=C2\SC(=S)N(CC(=O)N3CCN(C)CC3)C2=O)cc1 | 2% | 36% | 0% | -11 | -35 | 6% | -3
OC(c1ccc(F)cc1)(c1ccc(F)cc1)[C@@H]1CCCN1 | 1% | -9% | 0% | -9 | 7 | -2% | -2
CCOc1ccc(-c2cc3nc(C4CCN(C(=O)OC(C)(C)C)CC4)c(C(=O)O)cn3n2)cc1 | 1% | 69%[activator] | 4% | -5 | -32 | ? | 24*
CCCCNS(=O)(=O)c1ccc2nc(SCC(=O)Nc3cc(C)cc(C)c3)[nH]c2c1 | -1% | -35% | -7%[2.32 µM] | -8 | -12 | -1% | -6
O=C1NC(c2ccc(-c3ccccc3[N+](=O)[O-])o2)C(C(=O)c2ccc(Cl)cc2)C(O)(C(F)(F)F)N1 (stereo unspecified) | -11% | 64%[activator] | -16% | -12 | 52 | -9% | -4
COc1cc(SC)ccc1C(=O)Nc1ccc(OCC(=O)N2CCOCC2)cc1 | -1% | 77%[activator] | -3% | 61* | 12 | -6% | 17*
O=C(CCCn1c(=O)[nH]c2cc(Cl)ccc2c1=O)NCCCN1CCN(c2ccc(F)cc2)CC1 | 9% | 0% | -5% | -9 | -62* | -7% | 5
Cc1cc(C)cc(SCc2noc(C(=O)NCCCN3CCOCC3)c2C(=O)NCCCN2CCOCC2)c1 | 4% | 212%[activator] | 26% | -7 | -29 | -3% | -2
Cc1cc(N2CCOCC2)n2ncc(-c3ccc(Cl)cc3)c2n1 | -5% | -2% | -2% | 120* | -36 | -11% | 75*
O=C(NCCCNCc1ccccc1)/C(=N\O)c1ccccc1 | 6% | -4% | 34%[activator] | -15 | -14 | -11% | -1
COC(=O)c1ccsc1NC(=O)c1ccccc1 | 0% | -17% | 13% | 3 | 18 | -7% | 18
COc1cc(C(=O)Nc2ccc(NC(=O)c3ccccc3)nc2)cc(OC)c1OC | 3% | -2% | -4% | 11 | 2 | -6% | 9
CCS(=O)(=O)N1CCN(c2ccc(C(=O)NC3C4CC5CC(C4)CC3C5)cc2[N+](=O)[O-])CC1 (stereo unspecified) | -14% | -7% | -11% | -7 | ? | 3% | -3
O=C(O)/C=C/C(=O)NC1CCCCC1 | 12% | 4% | -5% | -10 | 11 | ? | -3
COC(=O)C1=C(C)Nc2nnnn2C1c1cccnc1 (stereo unspecified) | -4% | -5% | -7% | -3 | 28 | 4% | -1
CCc1ccccc1NC(=O)c1cc(S(=O)(=O)N(C)C)ccc1N1CCCC1 | . | -8% | 5% | -27 | -8 | 1% | -2
O=C(NCCc1ccccc1F)C1CCCN1S(=O)(=O)c1ccc2ccccc2c1 (stereo unspecified) | -2% | 21% | -6% | 34 | -12 | -1% | 21*
CC1=NN(c2ccccc2)C(=O)/C1=C/c1c(O)n(-c2ccc(F)c(Cl)c2)[nH]c1=O | 5% | -27% | -15% | 19 | . | -12% | 17*
O=C(COC(=O)c1ccc(Br)o1)NCCNC(=O)COC(=O)c1ccc(Br)o1 | . | -8% | -7% | . | -25 | -17% | .
Cc1cc(=O)oc2c(C)c(OCC(=O)Nc3cccnc3)ccc12 | -4% | -7% | 2% | 41* | -26 | -10% | 31*
COC(=O)C(CCCCN1C(=O)C2C3C=CC(C3)C2C1=O)N1C(=O)C2C3C=CC(C3)C2C1=O (stereo unspecified) | 6% | 16% | -12% | 17 | 1 | -17% | -5
CCCN(CCC)C(=O)Cn1c(=O)c2ccccc2n2c(=S)sc(-c3ccccc3C)c12 | 5% | -35% | 3% | -8 | -9 | -2% | -4
CC(C)OC(=O)C1=C2SCC(=O)N2C(N)=C(C#N)C1 | 0% | -16% | 5% | -2 | -35 | -1% | -2
O=C(NCCCn1ccnc1)C(Cc1ccccc1)N1C(=O)c2ccccc2C1=O (stereo unspecified) | -9% | 23% | -1% | -9 | 33 | ? | 6
COc1ccc2oc(=O)c(C(=O)N3CCCc4ccccc43)cc2c1 | -4% | -12% | -3% | -6 | -9 | -1% | 1
c1ccc(-n2c(SCc3ccncc3)nnc2-c2ccco2)cc1 | 0% | 5% | 6% | -18 | -8 | 1% | -3
CC1CCN(C(=O)c2[nH]cnc2C(=O)NCc2ccc(CNC(=O)OC(C)(C)C)cc2)CC1 | . | 39% | 25% | . | -33 | 9% | .
Cn1c(SCC(=O)Nc2ccc(Br)cn2)nnc1C1CC1 | 6% | -21% | -16% | 19 | 7 | -3% | 2
CNc1nc(-c2ccc3c(c2)CCN3C(=O)c2ccccc2F)c(C)s1 | 2% | -1% | 10% | 61* | ? | 4% | 18*
O=C(c1ccccc1)N1CCN(CCc2ccccc2)CC1 | -3% | 12% | 2% | . | 133 | 4% | 5
O=S(=O)(NCc1ccccc1F)NCc1ccccc1F | 0% | -36% | 27% | 7 | ? | -2% | 11
CN(C)c1nc2n(c(=O)n1)CCS2 | 4% | -8% | 21% | 9 | 6 | 1% | -4
O=c1[nH]c(=O)n(Cc2ccccc2)c2c1C(C(F)(F)F)(C(F)(F)F)N=C(c1ccco1)N2 | 9% | -35% | 23% | -14 | 2 | ? | -1
Cc1ccccc1OCc1nnc(SCC(=O)Nc2ccc(N3CCOCC3)c(Cl)c2)n1C | 1% | 61%[activator] | -3% | -4 | 21 | 3% | 12
O=S(=O)(c1ccc2c(c1)OCCO2)N1CCN(c2nc(-c3cccnc3)nc3ccccc23)CC1 | 5% | -18% | . | -19 | . | -4% | -4
COc1ccc(CCNS(=O)(=O)c2csc(C(N)=O)c2)cc1OC | . | -16% | 1% | 9 | -27 | -5% | -3
Clc1cccc(Cl)c1Cn1nnc(-c2cccs2)n1 | 1% | -24% | 0% | 54 | -1 | -10% | 1
COC(=O)c1cc2c(=O)n3ccccc3nc2n(C)c1=N | 0% | -15% | . | 55 | . | ? | 7
Cc1cccc(NC(=O)COC(=O)c2n[nH]c3ccccc23)c1C | . | -45% | -1% | . | 12 | -17% | .
N#CCSc1nnc(COc2ccccc2)n1-c1ccccc1 | 4% | -3% | 4% | -13 | ? | 1% | -7
